# Source: PubChem BioAssay (several laboratories)
# K1F lysis inhibition – inhibition of K1F phage lysis, E. coli UTI89, bacterial capsule biogenesis inhibitors, alamar blue (AID 488966); inhibition, % at 100 µM, or IC50 in µM where a hit was titrated; E. coli UTI89 K1F phage lysis, alamar blue, 2 h; higher % means a stronger effect; 340,000 compounds, 0.02% hits;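 active means phage lysis inhibition, versus mean bacterial control, above a set limit; inconclusive means no clear call, values can overlap the other calls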;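 further: capsule biogenesis inhibitors block K1F phage lysis so surviving cells raise fluorescence; higher fluorescence means more inhibition of phage lysis; actives were called in the ten point dose series up to 300 µM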
# PhoP inhibition – inhibitors of PhoP regulon expression, primary screen, Salmonella Typhimurium, GFP reporter (AID 1863); S. Typhimurium PhoP-regulated promoter GFP reporter, 4 h; higher % means a stronger effect; inhibition, % at 50 µM; hits with a dose series show IC50 in µM; 300,000 compounds, 0.16% hits;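 active means inhibition over 29.93%, a cutoff 3 SD above the screen mean, later confirmed by dose response; inconclusive means inhibition over 29.93% but no dose response follow-up; inactive means inhibition at most 29.93% or unconfirmed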;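 further: 0% = low Mg2+ inducing control and 100% = high Mg2+ repressing control; strong numbers were not always called active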
# NTR1 ag – agonists of NTR1, primary screen, imaging, U2OS cells, beta-arrestin-GFP, high content (AID 493036) | 330,000 compounds, 0.17% hits | activation, % at 20 µM | Neurotensin receptor type 1 (Homo sapiens), P30989 | NTR1-U2OS beta-arrestin-GFP spot imaging, agonist mode;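 active means activation at or above 40% of the spot to cytoplasm intensity ratio, with at least 20 cells analyzed; inconclusive means wells under 20 cells, flagged as cytotoxic or low count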;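 further: 0% = DMSO without peptide and 100% = 100 nM NTR1 peptide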
# Target sequence (P30989 whole entry, looked up): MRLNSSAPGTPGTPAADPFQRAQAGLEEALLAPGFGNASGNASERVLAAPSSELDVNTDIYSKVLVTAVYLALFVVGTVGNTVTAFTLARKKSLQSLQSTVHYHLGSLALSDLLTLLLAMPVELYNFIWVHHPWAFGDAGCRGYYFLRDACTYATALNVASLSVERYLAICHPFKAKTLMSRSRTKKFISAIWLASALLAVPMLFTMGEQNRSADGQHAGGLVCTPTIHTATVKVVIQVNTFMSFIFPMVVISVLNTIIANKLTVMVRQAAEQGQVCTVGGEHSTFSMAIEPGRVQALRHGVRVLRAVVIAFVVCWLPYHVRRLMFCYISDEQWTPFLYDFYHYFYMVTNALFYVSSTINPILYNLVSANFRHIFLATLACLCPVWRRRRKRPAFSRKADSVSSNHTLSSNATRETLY
# Rac1 GTP hydrolysis – MgcRacGAP GTPase-activating activity inhibitors, confirmation, biochemical, ADP Hunter fluorescence; Rac GTPase-activating protein 1 (Homo sapiens); MgcRacGAP-stimulated Rac1 GTP hydrolysis, ADP Hunter fluorescence; higher % means a stronger effect; GST-tagged Rac1 F28L mutant substrate; inhibition, % at 30 µM; hits with a dose series show IC50 in µM; 340,000 compounds, 0.6% hits; AID 624330, 2012;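 active means first-screen hits whose inhibition reached a set limit at any dose in the follow-up dose series; inconclusive means inhibition above the set first-screen limit but never retested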;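 further: fluorescence reports GDP produced by GAP-driven GTP hydrolysis; strong numbers were not always called active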
# TNAP activation fold – human TNAP enzyme activators, primary screen, biochemical, luminescent, no phosphate acceptor, uHTS (AID 1001) | 200,000 compounds, 0.03% hits | purified TNAP, luminescent activation assay, no phosphate acceptor; higher activation fold means a stronger effect | Alkaline phosphatase, tissue-nonspecific isozyme (Homo sapiens) | one-dose activation fold at 20 µM; EC50 in µM for titrated hits; in the data active means activation fold from about 3, or a potency from the dose series; inactive means the rest, 99 in 100 with activation fold below about 1.6; further: many of its hits are not listed in these tables
# RSV antiviral HEp-2 – RSV antiviral activity via CPE protection, HEp-2 cells, primary 10 µM value included (AID 2391); HEp-2 cells, RSV-induced CPE inhibition; higher % means a stronger effect; one-dose CPE inhibition, % at 10 µM; IC50 in µM for titrated hits; 310,000 compounds, 0.13% hits; in the data active means a potency from the dose series; inconclusive means CPE inhibition mostly from about 23% at the one dose, without a potency; inactive means the rest, 99 in 100 with CPE inhibition below about 21%; further: strong numbers were not always called active
# Myeloid diff 2 – induction of myeloid progenitor differentiation, primary screen, cell-based, flow cytometry, MLPCN library; ER-HoxA9 myeloid progenitors, lysozyme-GFP differentiation; calls only at 10 µM; 360,000 compounds, 1% hits; AID 624256, 2012;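 active means normalized GFP-positive differentiation at or above the plate's own cutoff, the solvent-only control mean plus 3 SD; inconclusive means no clear call, values can overlap the other calls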;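 further: cells exposed to compound for four days before flow analysis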
# T cell modulator – modulators of CD8 T cell-vesicle binding, primary screen, mouse 2C CD8+ T cells, flow cytometry. 2C CD8+ T cell-vesicle binding; hits give low values. calls only at 7 µM. 330,000 compounds, 0.068% hits. AID 2052, 2009;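 active means response, share of CD8 T cells binding vesicles, and their 90th percentile fluorescence all below set limits, cut at about 80% in these data, passing the limit was not always enough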
#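 Material: 2C TCR transgenic mouse naive CD8+ T cells, MACS-purified. Also added: QL9-charged Drosophila Ld/ICAM-1/B7-1 vesicles. Timing: binding 1.5 h at 37 °C. Measured by: high-throughput flow cytometry with anti-B7-1 and anti-CD8 staining. Read-out: percent CD8+ FL2 mean versus row control. Controls: Unloaded micro-vesicles (low), QL9 vesicles with 0.7% DMSO (high).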
# Large T inhibition – SV40 large T antigen inhibitors, biochemical (AID 1903); SV40 large T antigen ATPase/helicase inhibition assay; higher % means a stronger effect; one-dose inhibition, % at 20 µM; IC50 in µM for titrated hits; 310,000 compounds, 0.39% hits; in the data active means a potency from the dose series; inconclusive means inhibition mostly from about 32% at the one dose, without a potency; inactive means the rest, 99 in 100 with inhibition below about 32%; further: strong numbers were not always called active
# T cell modulator vesicle-bound % – further read-out of T cell modulator, marked with its call; double positive events, %; measured here: CD8+ vesicle-bound cell fraction;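 binding gate set so that unloaded-vesicle control wells show 10% double positive cells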
# NTR1 ag cell count 20 µM – recorded beside NTR1 ag, whose call it bears; cell count; measured here: cell count, cytotoxicity flag
# Myeloid diff 2 GFP+ MAC1+ % – also measured in Myeloid diff 2; calls as there; GFP+ MAC1+ double positive, %; measured here: differentiation confirmed by MAC1 staining
# An asterisk follows results filed as active; i = inactive; ? = inconclusive; . = not tested or not shown; + = active, no number; [ ] = another dose, or the depositor's remark.
# Second line of a record: NTR1 ag	PhoP inhibition	Large T inhibition	T cell modulator	Myeloid diff 2	TNAP activation fold	Rac1 GTP hydrolysis	Myeloid diff 2 GFP+ MAC1+ %	T cell modulator vesicle-bound %	NTR1 ag cell count 20 µM	K1F lysis inhibition	RSV antiviral HEp-2
- COc1ccc(CCNC(=O)COC(=O)Cc2c[nH]c3ccccc23)cc1OC
    1.6	.	.	i	i	.	6%	0.5	52	53	-1.5%	.
- Cc1cc(-c2ccc(N3CCOCC3)cc2)nc2ccccc12
    1.7	-6%	11%	i	+	1.1	6%	0.2*	43	50	1.6%	16%
- N#CC1=C2N=C(N)c3ccccc3N2C2=C(C(=O)CCC2)C1c1cccc(Cl)c1 (centres undefined)
    5.0	18%	3%	i	i	1	6%	11	57	51	-0.8%	2.9%
- Cc1cc(C2=NNC(=NCCc3ccccc3)SC2)c(C)n1CC1CCCO1 (centres undefined)
    4.0	-4%	11%	i	i	1.1	5%	0.6	51	50	4.9%	6.8%
- O=C(/C=C/c1ccccc1)NCCc1ccc2c(c1)OCCO2
    -0.9	-13%	2%	i	i	1.1	9%	0.3	46	65	1.8%[50 µM]	8.4%
- COc1cccc(C(=O)Nc2ccc(N(C)C)cc2)c1OC
    2.4	0%	?	i	+	1	?	1.4*	50	73	6.5%	3.3%
- COc1ccc(OC)c(CN2CCN(S(=O)(=O)c3ccccc3)CC2)c1
    0.5	.	6%	i	i	.	29%	0.2	19	62	0.5%	2.1%
- CCOC(=O)c1c(S(=O)(=O)NCC(=O)Nc2cc(C)ccn2)c(C)n(C)c1C
    -0.7	-7%	4%	i	i	.	7%	2.5	38	44	0.5%	1.1%
- CC(=O)C1=C(O)C(=O)N(CCN2CCOCC2)C1c1ccc(N(C)C)cc1 (centres undefined)
    -0.8	.	.	i	i	.	2%	1.1	53	37	-0.3%	4.1%
- C#CCOCCOCCOCCNc1nc(N2CCN(C(=O)[C@H]([C@@H](C)O)n3cc(CCCCN)nn3)CC2)nc(N2CCN(C(=O)[C@H](CCCCN)n3cc(CCCC)nn3)CC2)n1
    -1.2	-2%	10%	i	+	.	9%	6.3*	38	88	0.9%	-1.1%
- Cc1ccsc1C1NC(=O)c2ccccc2N1 (centres undefined)
    -1.0	9%	20%	i	.	1	12%	.	38	42	0.2%	1.8%
- CC(=O)NC12CC3CC(C1)CC(C(=O)OCC(=O)NC(=O)c1cccn1C)(C3)C2
    0.4	-11%	10%	i	i	1.1	-4%	1.6	21	74	-0.1%	1.2%
- CNC(=S)N1CCc2ccccc2C1
    -0.4	-2%	18%	i	i	1.1	9%	0.7	42	59	-3.1%	1.7%
- Cc1cccc(OCC(=O)OC(C)CN2CCCCC2)c1 (centres undefined)
    -0.7	-8%	4%	i	i	.	10%	0.5	16	58	0.1%	1.5%
- Cc1ccc(-n2ncc3c2CCCC3NC(=O)CCCN2CCCCC2=O)cc1C (centres undefined)
    -0.2	1%	-2%	i	i	.	14%	1.1	68	54	1.6%[50 µM]	3.7%
- O=S(=O)(Nc1ccncc1)c1cc(Cl)ccc1Cl
    -1.5	0%	9%	i	i	.	.	0.4	21	50	0.6%	0.9%
- Cc1cccc(NS(=O)(=O)c2ccc(C)c(C(=O)N(C)C3CCN(C)CC3)c2)c1
    -1.0	.	.	.	i	.	7%	0.3	.	49	0.6%[50 µM]	.
- CC(C)(C)OC(=O)N1CCC(NC(=O)c2nc[nH]c2C(=O)NCC(=O)OCc2ccccc2)CC1
    2.2	1%	3%	i	.	.	1%	.	21	46	-0.7%	0.3%
- Cc1c(C(C)(C)C)s/c(=N/S(=O)(=O)c2ccccc2)n1C
    0.9	3%	6%	i	i	.	7%	0.9	30	51	2.2%	2.6%
- c1coc(C2OCC3(CO2)COC(c2ccco2)OC3)c1 (centres undefined)
    2.5	-3%	23%	i	i	.	1%	0.8	16	38	-1.7%	-0.6%
- CCCCN(C)C(=O)C1CCCN(S(=O)(=O)c2ccc3c(c2)oc(=O)n3C)C1 (centres undefined)
    4.9	.	4%	i	i	.	7%	3.9	20	59	0.8%	1.4%
- Cc1ccc(C(=O)CSc2n[nH]c(-c3ccco3)n2)cc1C
    -2.8	-9%	12%	i	i	1	11%	0.6	25	82	1.9%	2.9%
- COc1cc(/C=C2\C(=N)N3N=C(S(C)(=O)=O)SC3=NC2=O)ccc1OCCOc1ccccc1C
    .	10%	23%	i	i	.	.	0.5	39	.	0.3%	47%
- CC(C)(C)c1cc(C(=O)C[n+]2ccc(C(=O)NCCCO)cc2)cc(C(C)(C)C)c1O
    4.2	-4%	7%	i	i	.	-11%	0.4	34	55	0.3%	1.7%
- CCN(CC)S(=O)(=O)c1ccc(N(C)C)c(NC(=O)CC(NC(C)=O)c2ccccc2)c1 (centres undefined)
    1.1	-6%	8%	i	i	1.1	-2%	0.1	61	57	0.9%	1.8%
- COCCNC(=O)c1cc(-c2ccc(-c3ccccc3)cc2)nc2ccccc12
    2.0	-6%	6%	i	+	.	3%	45*	64	78	0.1%	4.8µM*
- Nc1nc(NCCOCCO)nc(N2CCCCCC2)c1[N+](=O)[O-]
    1.5	-2%	1%	i	i	.	4%	0.6	13	89	1.2%[50 µM]	11%
- COc1ccc(C2C(C#N)=C(N)Oc3cc(N)ccc32)cc1OC (centres undefined)
    -1.6	-7%	8%	i	i	1.1	6%	0.4	35	70	0.5%	-1.3%
- CN(C)c1cc(-c2ccc([N+](=O)[O-])cc2)oc(=O)c1Cl
    0.3	-11%	11%	i	i	.	13%	0.1	27	57	0.5%	3.7%
- O=C(COC(=O)C1CCCC1)NCc1ccc(Cl)cc1
    -0.2	7%	3%	i	i	1	3%	0.4	38	38	0.2%	1.7%

# Continuation:
# Second line of a record: NTR1 ag	PhoP inhibition	Large T inhibition	T cell modulator	Myeloid diff 2	TNAP activation fold	Rac1 GTP hydrolysis	Myeloid diff 2 GFP+ MAC1+ %	T cell modulator vesicle-bound %	NTR1 ag cell count 20 µM	K1F lysis inhibition	RSV antiviral HEp-2
- CC(C)(C)OC(=O)N1CCC(c2c(C(=O)N3CCN(C(=O)c4ccco4)CC3)cnn2-c2ccc(F)cc2)CC1
    -0.6	-4%	7%	i	i	.	8%	0.2	53	95	0.0%	0.1%
- CCOC(=O)C1C(=O)CC(C)(O)C(C(=O)OCC)C1c1ccc([N+](=O)[O-])cc1 (centres undefined)
    0.8	1%	-5%	i	i	.	11%	0.8	13	53	0.0%	0.6%
- CC1(C(=O)Nc2nnc(SCc3ccccc3)s2)Cc2ccccc2C(=O)O1 (centres undefined)
    2.9	-14%	-4%	i	i	1.1	-1%	1.5	10	58	-2.7%	6.5%
- Cc1nc(C)n(C(C)CNS(=O)(=O)c2ccc(Cl)cc2)n1 (centres undefined)
    -0.7	-1%	7%	i	.	.	6%	.	43	47	0.0%	0.8%
- CCOC(=O)c1ccc2c(c1)C(=O)N(C1CCCCC1)C2=O
    7.8	31%	8%	i	.	1.1	-5%	.	17	47	0.2%	2.7%
- O=C(Nc1cccc2ccccc12)C1CCCC1
    0.5	-6%	12%	i	i	.	6%	0.5	60	65	-0.1%	1.7%
- O=C(Nc1ccc(Cl)cc1)C1CCN(C(=O)NC2CCCCC2)CC1
    -1.9	9%	-3%	i	i	1	2%	0.4	3	97	-0.7%	1.8%
- O=C(N/N=C/c1coc2ccccc2c1=O)c1cn(-c2ccccc2)nc1-c1ccc(F)cc1
    2.2	2%	2%	i	i	1	3%	0.9	37	67	0.5%	3.5%
- COc1ccc(C(=O)NCCc2c[nH]c3ccccc23)cc1
    0.5	1%	13%	i	i	.	10%	0.6	60	59	0.2%	-0.1%
- O=C1CN2Cc3c(ccc(Cl)c3Cl)N=C2N1
    -0.9	-10%	12%	i	.	.	.	.	36	72	.	-2.2%
- Cn1cc(C(=O)N/N=C/c2cccs2)c2ccccc21
    0.6	-9%	1%	i	i	1	9%	1.1	46	55	0.6%[50 µM]	5.2%
- COc1ccc(C(=O)CC(=O)C(=O)Nc2ccccc2C(F)(F)F)cc1
    2.5	-7%	8%	i	i	.	-6%	0.7	15	107	0.0%	-0.7%
- O=C1NN=COc2ccccc21
    -2.0	-4%	10%	i	i	1	0%	0.7	61	65	0.1%	0.6%

# Sorted by length of the SMILES (high to low): part of the list above
# Second line of a record: NTR1 ag	PhoP inhibition	Large T inhibition	T cell modulator	Myeloid diff 2	TNAP activation fold	Rac1 GTP hydrolysis	Myeloid diff 2 GFP+ MAC1+ %	T cell modulator vesicle-bound %	NTR1 ag cell count 20 µM	K1F lysis inhibition	RSV antiviral HEp-2
- COc1cc(/C=C2\C(=N)N3N=C(S(C)(=O)=O)SC3=NC2=O)ccc1OCCOc1ccccc1C
    .	10%	23%	i	i	.	.	0.5	39	.	0.3%	47%
- O=C(N/N=C/c1coc2ccccc2c1=O)c1cn(-c2ccccc2)nc1-c1ccc(F)cc1
    2.2	2%	2%	i	i	1	3%	0.9	37	67	0.5%	3.5%
- COc1ccc(C(=O)CC(=O)C(=O)Nc2ccccc2C(F)(F)F)cc1
    2.5	-7%	8%	i	i	.	-6%	0.7	15	107	0.0%	-0.7%
- COc1ccc(OC)c(CN2CCN(S(=O)(=O)c3ccccc3)CC2)c1
    0.5	.	6%	i	i	.	29%	0.2	19	62	0.5%	2.1%
- O=C(Nc1ccc(Cl)cc1)C1CCN(C(=O)NC2CCCCC2)CC1
    -1.9	9%	-3%	i	i	1	2%	0.4	3	97	-0.7%	1.8%
- Cc1ccc(C(=O)CSc2n[nH]c(-c3ccco3)n2)cc1C
    -2.8	-9%	12%	i	i	1	11%	0.6	25	82	1.9%	2.9%
- Cn1cc(C(=O)N/N=C/c2cccs2)c2ccccc21
    0.6	-9%	1%	i	i	1	9%	1.1	46	55	0.6%[50 µM]	5.2%
